SRC1 inh = inhibitors of human steroid receptor coactivator 1 (SRC1); HEK293 GAL4-SRC1 luciferase reporter, luminescence; inhibition, % at 3.6 µM; hit rate 0.12% among 360,000;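 active = inhibition above the campaign mean plus 3 SD, with each screening campaign given its own cutoff, cut at about 60% in these data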;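 also: 0% = DMSO treated cells and 100% = gossypol at 36 µM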
TWEAK Fn14 block = TWEAK-Fn14 signaling inhibition; TWEAK-stimulated Fn14 reporter cells, luciferase luminescence, 8 h; inhibition, % at 10 µM; hit rate 2% among 360,000; in the data active = inhibition above about 50%
TROY NFkB inh = blocks TROY-dependent signaling in reporter cells | Q293 LMP1-TROYcd NF-kB luciferase reporter, 4 h | inhibition, % at 10 µM | hit rate 0.98% among 360,000;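 active = compounds whose plate-normalised and pattern-corrected inhibition of the luciferase reporter signal at the single screening dose is 50% or more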
KKLEB tox = reduces viability of KKLEB cystic fibrosis airway cells; KKLEB CF airway cells viability, ATPlite luminescence, overnight; active compounds read low; cells stimulated with P. aeruginosa culture filtrate; activity change (cytotoxicity), % at 5 µM; hit rate 0.36% among 360,000;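 active = corrected activity change at or below -50% at 5 µM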
COUP-TFII inh = NR2F2 (human) inhibition, primary screen. hit rate 0.7% among 370,000. HEK293T NGFI-A luciferase reporter, luminescence. P24468. inhibition, % at 8.6 µM. AID 686940;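 active = inhibition above a per-plate cutoff, mean inhibition of test wells between control levels plus 3 SD, cut at about 38% in these data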;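 also: cells cotransfected with COUP-TFII expression vector driving the NGFI-A reporter; 0% = median of COUP-TF2 test wells and 100% = reporter-only cells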
Target sequence (P24468 whole entry, looked up): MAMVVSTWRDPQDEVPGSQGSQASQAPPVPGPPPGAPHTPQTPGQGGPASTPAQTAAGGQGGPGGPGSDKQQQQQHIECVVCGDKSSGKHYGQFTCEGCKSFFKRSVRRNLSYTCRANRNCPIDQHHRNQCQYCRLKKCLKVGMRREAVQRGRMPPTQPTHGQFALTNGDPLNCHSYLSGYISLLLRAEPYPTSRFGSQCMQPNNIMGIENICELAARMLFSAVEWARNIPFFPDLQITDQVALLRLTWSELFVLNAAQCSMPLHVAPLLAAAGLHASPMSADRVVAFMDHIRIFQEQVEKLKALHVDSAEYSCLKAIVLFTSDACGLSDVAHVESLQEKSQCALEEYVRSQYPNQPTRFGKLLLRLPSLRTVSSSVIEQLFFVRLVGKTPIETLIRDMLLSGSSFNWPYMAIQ
LMP1 NFkB inh = inhibitors of Epstein-Barr LMP1-induced NF-kappaB reporter. LMP1-induced NF-kappaB luciferase reporter cells, luminescence. AID 504558. inhibition, % at 12.5 µM. hit rate 0.69% among 350,000; in the data active = inhibition above about 41%;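 also: 0% = neutral control wells and 100% = reference inhibitor control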
CF NFkB block = cystic fibrosis NF-kB activation inhibition. hit rate 0.86% among 360,000. KKLEB NF-kB-GFP reporter, PAF-induced, GFP fluorescence overnight. AID 588850. inhibition, % at 5 µM;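 active = at least 50% inhibition at 5 µM, scaled per plate between neutral and stimulator controls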;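 also: PAF is a Pseudomonas aeruginosa culture filtrate used as stimulus; plate controls were PAF-stimulated DMSO wells for no effect and unstimulated DMSO wells for full effect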
TRAIL sens C8 = caspase-8 TRAIL sensitization; NB7+C8 cells + TRAIL, ATPlite viability luminescence; inhibition (viability loss, TRAIL sensitization), % at 10 µM; hit rate 1% among 360,000; AID 624354;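 active = compounds causing at least 50% loss of cell viability in the single-dose screen, relative to plate controls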
NCOA3 inh = inhibitors of human steroid receptor coactivator 3 (SRC3) | hit rate 0.17% among 360,000 | HEK293 GAL4-SRC3 luciferase reporter, luminescence | inhibition, % at 3.6 µM | Q9Y6Q9 | AID 588352;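 active = inhibition above a per-campaign cutoff, the mean of all compounds plus 3 SD, cut at about 60% in these data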;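 also: 0% = DMSO-treated cells and 100% = gossypol-treated cells at 36 µM; higher means less SRC3-driven luciferase light from the GAL4 reporter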
Shn3 inh set2 = inhibitors of Schnurri-3 3'UTR reporter in osteoblasts | AID 588674 | Clone20 osteoblast Shn3 3'UTR firefly luciferase, 24 h | inhibition, % at 12.5 µM | hit rate 0.52% among 360,000;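 active = mean inhibition of at least 75% with every replicate also reaching 75%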;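 also: 0% = median of neutral control wells and 100% = pilot-screen positive control compound; some compounds past the cut are filed as inactive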
LRH-1 inv ag = inverse agonists of human LRH-1 (NR5A2). O00482. HEK293T StAR-luciferase reporter, LRH-1 transfected, 24 h. inhibition, % at 3.6 µM. hit rate 0.13% among 360,000. AID 602396;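 active = inhibition above the mean inhibition of all tested compounds plus 3 SD, cut at about 73% in these data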;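 also: 0% = DMSO wells and 100% = reporter-only cells lacking LRH-1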
Numbers without * were called inactive; nt = no result given. A portion of the library (hit frequency here may not be typical).

no.	canonical_smiles	SRC1 inh	TWEAK Fn14 block	TROY NFkB inh	KKLEB tox	COUP-TFII inh	LMP1 NFkB inh
1	CC1CCCC(C)N1C(=O)Cn1nnc(-c2ccc([N+](=O)[O-])cc2)n1 (stereo not drawn)	-15	14	13	0	19	-3
2	COc1cc(NC(=O)c2cccs2)cc(OC)c1	-41	-28	-22	-4	-12	-12
3	Cc1ccccc1/C(=N\S(=O)(=O)c1ccc(Br)cc1)Nc1ccccc1	6	8	4	5	7	2
4	CCCOc1cccc(C2C(C(=O)c3ccc(C)o3)=C(O)C(=O)N2c2nc(C)c(C(C)=O)s2)c1 (stereo not drawn)	-18	-4	-19	-20	-7	10
5	CC(C)N1CCC(N2CCN(C3CCCCC3)CC2CCO)CC1 (stereo not drawn)	4	-29	-21	10	-14	2
6	Cc1nc2cc(NC(=O)NCc3ccco3)ccc2o1	-12	21	2	2	3	-4
7	O=[N+]([O-])c1cnccc1Nc1ccccc1	0	0	5	-10	9	3
8	O=C(CCc1nc2ccccc2c(=O)[nH]1)OCc1ccccc1F	-7	-1	2	8	3	-2
9	CCCCCCn1cc(CN2CC(N3CCN(C)CC3)CS2(=O)=O)nn1 (stereo not drawn)	nt	5	8	nt	11	nt
10	CN(Cc1ccccc1)C(=O)c1ccc(NC(=O)Cc2cccc(NC(=O)C3CCN(C(=O)C4CC4)CC3)c2)cc1	4	-36	-10	22	-7	-6
11	S=C(NCC1CCCO1)N1CCN(c2ccccc2)CC1 (stereo not drawn)	-2	10	4	0	6	9
12	CCCC(=O)NC(=S)Nc1nc(-c2ccc(OC)cc2)cs1	-12	9	-22	-6	-12	5
13	C=CCOc1c2ccc(C(=O)NC3CCCc4ccccc43)cc2nn1C (stereo not drawn)	-9	-11	11	-8	1	5
14	COC(=O)c1ccc(CNC(=O)c2ccc3c(c2)OCCO3)cc1	-7	79*	-35	8	-16	-13
15	Cc1cccc(N2CCN(C3=NC(=O)/C(=C\c4cn[nH]c4-c4ccccc4)S3)CC2)c1	-1	12	14	-26	-13	12

no.	CF NFkB block	TRAIL sens C8	NCOA3 inh	Shn3 inh set2	LRH-1 inv ag
1	0	7	-7	12	-11
2	-2	5	-34	22	18
3	-9	-8	18	-23	7
4	-36	1	5	-13	-7
5	-6	-9	8	11	-5
6	3	1	-6	0	16
7	25	-6	17	5	53
8	9	4	17	8	-6
9	nt	-14	nt	nt	-7
10	-41	6	-6	-8	-1
11	15	-3	3	-10	-2
12	0	-29	-23	-18	-29
13	15	-6	7	-11	-16
14	15	2	-33	-27	-7
15	20	-6	-2	23	-5

Next entries:
no.	canonical_smiles	SRC1 inh	TWEAK Fn14 block	TROY NFkB inh	KKLEB tox	COUP-TFII inh	LMP1 NFkB inh
16	CCc1cc(=O)oc2cc(OCC(=O)N(CC)CC)c(Cl)cc12	-12	-32	-24	6	-5	0
17	O=C(CN1C(=O)c2ccc([N+](=O)[O-])cc2C1=O)NCC1CCCO1 (stereo not drawn)	-6	16	-9	0	9	-18
18	O=C(CCCN1C(=O)c2ccccc2C1=O)Nc1c2c(nc3c1CCC3)CCC2	-7	3	-2	3	-16	4
19	O=C(/C=C/c1ccc([N+](=O)[O-])cc1)N1CCN(S(=O)(=O)c2cccs2)CC1	-12	4	-6	-16	13	3
20	Cc1ccsc1C(=O)c1sccc1C	-6	4	-14	2	-16	-1
21	COc1ccc(C(=O)c2sc3nc(C)cc(-c4cccs4)c3c2N)cc1OC	-2	6	-5	-8	-6	6
22	COc1ccccc1-n1nnnc1SCC(=O)NC(=O)Cc1ccccc1	-20	-10	6	-21	5	1
23	O=C(O)/C=C\C(=O)Nc1ccccc1C#Cc1ccc(Br)cc1	-106	15	-45	-8	-40	-87
24	CC1(C)CC(=O)c2cc(OCC(=O)N3CCCCCC3)ccc2O1	-20	-11	-4	-12	-11	-9
25	CCCCNC(=O)c1cc2ccccc2s1	-28	2	-18	-11	-6	-11
26	CCn1c2ccccc2c2cc(NC(=O)CCCN3C(=O)CCC3=O)ccc21	-28	0	-16	15	2	-13
27	COc1ccc(S(=O)(=O)CCC(=O)N2c3ccccc3CC2C)cc1 (stereo not drawn)	-11	6	13	0	4	0
28	CN1CCN(c2ccc(NC(=O)C(C)(c3ccccc3)c3ccccc3)cc2)CC1	13	-3	-3	-5	17	-5
29	COc1ccccc1N=c1scc(-c2ccc3c(c2)NC(=O)CO3)n1CC1CCCO1 (stereo not drawn)	-7	16	-4	-3	13	12
30	Cc1ccc(Oc2ccc(C(F)(F)F)cc2[N+](=O)[O-])c([N+](=O)[O-])n1	-10	7	-11	-6	10	4

no.	CF NFkB block	TRAIL sens C8	NCOA3 inh	Shn3 inh set2	LRH-1 inv ag
16	-30	-8	-12	14	10
17	-7	-12	-3	4	9
18	-8	-5	13	6	0
19	9	1	10	9	14
20	0	-8	1	-6	-4
21	8	-4	26	22	8
22	-2	13	10	-12	-6
23	-32	32	-82	-73	-127
24	8	5	-31	-39	-37
25	-14	7	-53	-41	-59
26	16	11	2	-6	-12
27	15	-19	15	4	21
28	23	-1	-5	-1	10
29	0	10	7	14	11
30	-1	1	4	-34	10

The listing continues.
no.	canonical_smiles	SRC1 inh	TWEAK Fn14 block	TROY NFkB inh	KKLEB tox	COUP-TFII inh	LMP1 NFkB inh
31	Cc1cc(C)cc(NC(=O)CSc2nnnn2-c2cccnc2)c1	17	5	-13	-1	26	11
32	COc1ccc(C(=O)COC(=O)CCNS(=O)(=O)c2ccccc2)cc1Br	-13	-8	-9	0	12	7
33	COc1ccc(NC(=O)/C=C/c2ccc(C)o2)cc1S(=O)(=O)N1CCOCC1	-14	2	0	7	-7	11
34	CCc1ccccc1NC(=S)N(Cc1ccc(OC)cc1)CC1CCC(C(=O)O)CC1 (stereo not drawn)	-6	-8	-15	3	-7	-9
35	O=C(Nc1cccc(C(=O)O)c1)/C(=C\c1ccccc1)NC(=O)c1ccco1	-5	-33	-35	-4	0	4
36	Cc1nc(CS(=O)c2ccccc2)cc(N2CCOCC2)n1 (stereo not drawn)	10	-6	6	-1	3	-4
37	Cn1c(=O)c2cc(NC(=O)Nc3cccnc3)ccc2n1Cc1cccc(C(F)(F)F)c1	4	0	12	4	-1	nt
38	Cc1ccc(CSCC(Nc2ccc(C(=O)O)cc2[N+](=O)[O-])C(=O)O)cc1 (stereo not drawn)	-17	21	-5	1	8	0
39	CCCC/C(C)=N/NC(=O)Nc1ccccc1	-21	4	-42	-6	-16	1
40	Cn1cnnc1SCC(=O)Nc1sc2c(c1C#N)CCCCC2	-27	4	-1	-1	10	-36
41	Cc1ccc(-n2[nH]c(C)c(/C=N/Nc3ccc([N+](=O)[O-])cc3[N+](=O)[O-])c2=O)cc1C	-2	43	40	-30	8	2
42	CCCN(Cc1cc2ccccc2[nH]c1=O)C(=O)c1cccc([N+](=O)[O-])c1	0	3	17	6	-2	0

no.	CF NFkB block	TRAIL sens C8	NCOA3 inh	Shn3 inh set2	LRH-1 inv ag
31	2	13	8	-35	2
32	16	20	-1	7	7
33	2	-14	-3	-25	-14
34	6	-6	8	-6	11
35	-4	-7	-21	-28	-2
36	3	0	9	1	23
37	3	-11	5	13	-46
38	9	-22	3	-22	7
39	2	-1	-44	1	-66
40	-14	7	-2	-41	-2
41	44	24	7	1	-1
42	2	12	15	17	-1

Source: PubChem
